VEEV TC-83 Vero: inhibitors of VEEV TC-83 cytopathic effect, confirmation, Vero cells (AID 588727); Vero cells, VEEV TC-83 cytopathic effect inhibition; higher % means a stronger effect; one-dose inhibition, % at 20 µM; IC50 in µM for titrated hits; 0.13% of 350,000 active; in the data active = a potency from the dose series; inconclusive = inhibition mostly from about 14% at the one dose, without a potency; inactive = the rest, 99 in 100 with inhibition below about 12%; note: strong numbers were not always called active
Salmonella PhoP GFP: Inhibition of PhoP regulon, Salmonella typhi GFP reporter cells, confirmation, 4 h (AID 1850). Salmonella Typhi PhoP-promoter GFP reporter, fluorescence, 4 h; higher % means a stronger effect. inhibition, % at 50 µM; hits with a dose series show IC50 in µM. 0.33% of 310,000 active; in the data active = a potency from the dose series; inconclusive = inhibition mostly from about 25% at the one dose, without a potency; inactive = the rest, 99 in 100 with inhibition below about 19%;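 note: 0% = induced wells with vehicle and 100% = uninduced wells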
M. tuberculosis HTS: M. tuberculosis growth inhibition, HTS (AID 449762). M. tuberculosis H37Rv growth inhibition, 7H9 media; higher % means a stronger effect. 0.59% of 330,000 active. one-dose inhibition, % at 25 µM; IC50 in µM for titrated hits; in the data active = a potency from the dose series; inconclusive = inhibition above about 70% without an active follow-up result;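 note: bacterial growth assessed after seven days of incubation; strong numbers were not always called active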
influenza NS1A: H1N1 influenza NS1A inhibitors, functional cell based assay (AID 504329) | inhibition, % at 12.5 µM; hits with a dose series show IC50 in µM | 0.3% of 340,000 active | NS1A functional cell-based assay, percent inhibition; higher % means a stronger effect; in the data active = a potency from the dose series; inconclusive = inhibition above about 27% without an active follow-up result; note: strong numbers were not always called active
tuberculosis growth: growth inhibition of non-replicating M. tuberculosis (AID 488890); inhibition, % at 25 µM; hits with a dose series show IC50 in µM; 0.39% of 320,000 active; Mycobacterium tuberculosis non-replicating, growth inhibition; higher % means a stronger effect; in the data active = a potency from the dose series; inconclusive = inhibition mostly from about 82% at the one dose, without a potency; inactive = the rest, 99 in 100 with inhibition below about 76%;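 note: plate controls were DMSO cells for no effect and high antibiotic wells for full effect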
VEEV TC-83 Vero 10K pilot screen: further read-out of VEEV TC-83 Vero, marked with its call; inhibition, %; measured here: 10K pilot screen inhibition
An asterisk follows results filed as active; i = inactive; ? = inconclusive; · = no result given.

SMILES	VEEV TC-83 Vero	Salmonella PhoP GFP	M. tuberculosis HTS	influenza NS1A	tuberculosis growth	others
CCOc1ccc2[nH]c(=O)c(CN(Cc3nnnn3Cc3ccco3)C3CCCCC3)cc2c1	9.4%	17%	9%	13%	10%
CCCCCOC(=O)CSc1nnc(-c2ccccc2)c(=O)[nH]1	i	4%	5%	-18%	53%
COCCN=c1scc(-c2cccs2)n1/N=C(\C)c1ccco1	i	-2%	5%	4%	24%
O=C(NCCc1ccccn1)c1cc(-c2ccc(Cl)c(Cl)c2Cl)nc2ccccc12	8.5%	-7%	-1%	3%	1%
CC(C)OC(=O)c1ccc(NC(=O)c2cncc(Br)c2)cc1	5.1%	-8%	33%	1%	?
Cc1cc(Cl)ccc1OCC(=O)N(Cc1cccs1)C1CCS(=O)(=O)C1 (configuration not stated)	i	6%	-2%	-20%	0%
O=C(N/N=C/c1ccccn1)c1ccc([N+](=O)[O-])cc1Cl	i	4%	-1%	2%	·
O=C1CCC(/C=C/c2ccccc2)=NN1	1.5%	-2%	-2%	1%	0%
CCOc1ccc(N(CC(=O)Nc2cccnc2)S(=O)(=O)c2ccc(C)cc2)cc1	1.8%	9%	15%	-4%	1%
COc1cc(Cn2nnc3ccccc32)ccc1O	1.1%	-3%	5%	-2%	11%
Nc1nc(SCC(=O)Nc2c(Br)cc([N+](=O)[O-])cc2Br)n[nH]1	1.4%	5%	5%	9%	16%
Cc1ccc(CSCC(=O)NCc2ccc(F)cc2)cc1	1.6%	6%	9%	-7%	79%
CCCCOC(=O)Oc1ccc2c(=O)c(Oc3cc(C)cc(C)c3)coc2c1	i	-13%	1%	-8%	55%
Cc1ccc(NC(=O)Nc2cccs2)nc1	2.4%	-4%	0%	2%	-8%
CN(C1CCCCC1)S(=O)(=O)c1ccc(NC(=O)c2ccc(Br)o2)cc1	1.0%	17%	2%	-2%	9%
S=c1[nH]nc(Cc2ccc(Cl)cc2)o1	1.0%	4%	10%	12%	46%
COc1ccccc1CNC(=O)C1CCCN(S(=O)(=O)c2cccc3cccnc23)C1 (configuration not stated)	4.6%	-20%	-4%	0%	13%
Cc1cc(SC(C)C(=O)O)nc2ccccc12 (configuration not stated)	1.4%	-4%	4%	-2%	0%
Cc1ccc(CN2CCC(c3nc4ccc(Cl)cc4[nH]3)CC2)cc1	i	15%	3%	1%	62%
Cc1ccc(NC(=O)COc2ccc(/C=C3/NC(=O)NC3=O)cc2)cc1	1.8%	-4%	-5%	-3%	9%
CN(C)S(=O)(=O)c1ccc2c(c1)C(=NNC(N)=O)c1cc(S(=O)(=O)N(C)C)ccc1-2	0.1%	5%	2%	-18%	-3%
CCn1c(C)c(C(C)=O)c(N2CCN(c3cccc(Cl)c3)CC2)nc1=S	i	2%	-6%	5%	33%
Fc1ccc(-c2nnn(Cc3nc4ccccc4s3)n2)cc1	2.3%	-10%	-3%	-6%	74%
COc1ccc(C2CC(=O)NC(=O)C2)cc1	i	2%	5%	-9%	-20%
Cc1nc(OCC(C)C)c2sc3nc4c(cc3c2n1)COC(C)(C)C4	4.6%	-1%	-1%	·	3%

(cont.)
SMILES	VEEV TC-83 Vero	Salmonella PhoP GFP	M. tuberculosis HTS	influenza NS1A	tuberculosis growth	others
Cc1nnc(SCC(=O)Nc2ccccc2)n1CCc1ccccc1	0.1%	-2%	0%	-4%	-5%
Cn1c(SCC(=O)Nc2ccccc2F)nnc1C1CCCCC1	0.6%	-7%	-3%	14%	-2%
CCOC(=O)C1CCCN(C(=O)C2c3ccccc3Oc3ccccc32)C1 (configuration not stated)	1.1%	i	-10%	2%	28%
O=C1CNC(=O)N1	1.1%	-7%	5%	1%	11%
O=C(N/N=C/C1CC=CCC1)c1cc(-c2cccnc2)nc2ccccc12 (configuration not stated)	0.1%	2%	-7%	-13%	-8%
COc1ccc(C(=O)ON=C2CCN(c3ccc([N+](=O)[O-])cc3)CC2)cc1	i	-3%	?	7%	?
O=C(CN(C(=O)c1csnn1)c1ccccc1C(F)(F)F)NCc1ccccc1	3.9%	-2%	10%	7%	-1%
Cc1cc(=O)oc2cc(OCC(=O)N3CCN(C(=O)C4COc5ccccc5O4)CC3)ccc12 (configuration not stated)	9.5%	-16%	5%	1%	35%
O=C(Cn1c(=O)[nH]c2ccccc2c1=O)N1CCN(Cc2ccc3c(c2)OCO3)CC1	i	6%	4%	6%	5%
Oc1ccccc1C(=S)N1CCN(c2cccc(Cl)c2)CC1	5.7%	-2%	-9%	-5%	29%
COc1ccc(/C=N/NC(=O)CCn2nnc3ccccc32)cc1	0.3%	1%	3%	-23%	-4%
Cc1cc(C)c(C2=CC(c3ccccc3)n3ncnc3N2)cc1C (configuration not stated)	·	8%	36%	·	26%
COc1ccc(CSCC(=O)Nc2ccccc2SC)cc1	i	9%	-3%	-2%	-1%
O=C1CC(NCc2ccncc2)C(=O)N1c1ccccc1 (configuration not stated)	0.2%	-3%	-6%	-4%	-7%
N/C(Cc1cccc2ccccc12)=N\OC(=O)c1ccc2c(c1)OCO2	i	3%	7%	-12%	51%
CCC(C)n1c(O)c(/C=N/Nc2ccccc2)c(=O)[nH]c1=S (configuration not stated)	0.7%	-4%	-5%	-1%	73%
CCS(=O)(=O)N1CCN(S(=O)(=O)c2ccc3c(c2)OCCO3)CC1	i	8%	12%	7%	-5%
Cc1ccc(C(=O)C(OC(=O)CCC(=O)Nc2cccc(C)c2)c2ccccc2)cc1 (configuration not stated)	i	5%	-4%	-6%	13%
COc1ccc(-n2c(SCC(=O)Nc3sc4c(c3C#N)CCCC4)nnc2-c2ccccc2OC)cc1	7.8%	8%	2%	-16%	59%
CC(/C=N/NC(=O)c1cccc([N+](=O)[O-])c1)=C\c1ccccc1	i	-4%	4%	-1%	-4%
CC(=O)NC1(c2ccccc2)CCN(Cc2nnnn2C(C)(C)C)CC1	1.6%	6%	-6%	15%	-8%
C[C@H](CO)N1C[C@H](C)[C@@H](CN(C)C(=O)NC2CCCCC2)Oc2ccc(NC(=O)c3ccncc3)cc2C1=O	1.2%	·	2%	-16%	-2%
CCCn1c(CCNc2nc(-c3ccc(Cl)c([N+](=O)[O-])c3)cs2)nc2cc(Cl)c(Cl)cc21	i	4%	3%	-22%	13%
COc1ccc(-c2nnnn2C)cc1S(=O)(=O)NCc1ccccc1	i	-10%	-1%	-5%	6%
COc1cccc(/C=C/C(=O)c2ccc3c(c2)OCCO3)c1OC	?	9%	2%	2%	25%

As a short view, some entries already given.
SMILES	VEEV TC-83 Vero	Salmonella PhoP GFP	M. tuberculosis HTS	influenza NS1A	tuberculosis growth	others
C[C@H](CO)N1C[C@H](C)[C@@H](CN(C)C(=O)NC2CCCCC2)Oc2ccc(NC(=O)c3ccncc3)cc2C1=O	1.2%	·	2%	-16%	-2%
CCCn1c(CCNc2nc(-c3ccc(Cl)c([N+](=O)[O-])c3)cs2)nc2cc(Cl)c(Cl)cc21	i	4%	3%	-22%	13%
COc1ccc(-c2nnnn2C)cc1S(=O)(=O)NCc1ccccc1	i	-10%	-1%	-5%	6%
COc1cccc(/C=C/C(=O)c2ccc3c(c2)OCCO3)c1OC	?	9%	2%	2%	25%

(further entries)
SMILES	VEEV TC-83 Vero	Salmonella PhoP GFP	M. tuberculosis HTS	influenza NS1A	tuberculosis growth	others
COC(=O)c1ccc(CN2CCCC(CCC(=O)NCc3ccc(C)o3)C2)cc1 (configuration not stated)	1.4%	9%	-3%	-1%	-7%
Cc1c(C(=O)O)sc(S(=O)(=O)N2CCN(C(=O)CC(C)c3ccccc3)CC2)c1C(=O)O (configuration not stated)	1.2%	·	·	-8%	·
Cc1c(Cc2ccccc2)c(=O)oc2c(CN(C)C)c(O)c(Cl)cc12	i	2%	-8%	-8%	23%
CS(=O)(=O)c1ccc2nc(NC(=O)CCC(=O)c3cccs3)sc2c1	i	4%	-2%	4%	20%
CCSc1ncnc2c1sc1nc3c(cc12)COC(C)(C)C3	11%	-7%	3%	0%	18%
N#CCC(=O)N/N=C/c1cccc(Oc2ccccc2)c1	1.1%	-2%	69%	-5%	-4%
Cc1onc(-c2c(Cl)cccc2Cl)c1C(=O)N=C(N)N1CCOCC1	2.6%	1%	3%	0%	1%
CCOC(=O)N1CCN(S(=O)(=O)c2ccc(OCC(=O)OC)cc2)CC1	i	1%	4%	6%	7%
Cn1c(=O)c2c(nc(CN3CCN(c4ccc(F)cc4)CC3)n2Cc2ccccc2F)n(C)c1=O	2.7%	5%	-1%	-14%	3%
O=C(NCCN1CCOCC1)c1cc2cc([N+](=O)[O-])ccc2s1	i	-4%	0%	-46%	12%
CCOc1cc(/C=N/NC(=O)CN2CCOCC2)ccc1OCc1ccccc1	2.1%	-7%	-4%	0%	-25%
Cc1cc(NC(=O)CCC(=O)N(c2ccccc2F)C(C(=O)NC2CCCC2)c2ccccc2)no1 (configuration not stated)	3.0%	-12%	4%	1%	-4%
O=C(NC1CC1)c1ccc(NS(=O)(=O)c2ccc(F)cc2)cc1	3.5%	2%	7%	-14%	-6%
Cc1ccnc2nc(C(=O)Nc3ccc4c(c3)OCO4)nn12	0.6%	5%	4%	25%	-4%
Cc1ccc(C)c(N2CCN(c3cnn(-c4nc5ccccc5s4)c(=O)c3Cl)CC2)c1	1.8%	-6%	8%	8%	-14%
COc1ccc(NC(=O)CNS(=O)(=O)c2cccc3nonc23)c(OC)c1	4.9%	-4%	3%	6%	20%
CC(=O)c1ccc(NC(=S)N2c3ccccc3CC2C)cc1 (configuration not stated)	3.2%	-9%	-7%	13%	60%
CSc1ccc(C#N)cc1NC(=O)c1ccccc1C	0.5%	-8%	0%	-3%	-1%
Cc1c(C(=O)NCc2ccco2)oc2c(Cl)cccc12	0.3%	·	-8%	-7%	1%
c1csc(COc2ccccc2CNC2CCCCC2)c1	0.6%	-3%	3%	6%	15%
O=C(O)c1cc(Br)ccc1NS(=O)(=O)c1cccc2nsnc12	i	-11%	4%	-2%	28%
Cc1nn2c(-n3ccnc3)c3c(nc2c1-c1ccccc1)CCC3	5.6%	-6%	3%	1%	26%
CCOC(=O)C1=CCC2c3c(c4ccccc4n3C)C(=O)C1N2C(=O)OC(C)(C)C (configuration not stated)	i	·	-9%	12%	8%	VEEV TC-83 Vero 10K pilot screen=0.6
O=C1c2ccccc2NC(c2ccccc2)N1Cc1ccco1 (configuration not stated)	2.7%	10%	5%	-18%	15%
CC(=O)c1cccc(OCC(=O)c2cc(C)n(-c3cc(C)on3)c2C)c1	i	1%	9%	19%	44%

Looked up one by one from the list above (five):
SMILES	VEEV TC-83 Vero	Salmonella PhoP GFP	M. tuberculosis HTS	influenza NS1A	tuberculosis growth	others
CCOC(=O)N1CCN(S(=O)(=O)c2ccc(OCC(=O)OC)cc2)CC1	i	1%	4%	6%	7%
c1csc(COc2ccccc2CNC2CCCCC2)c1	0.6%	-3%	3%	6%	15%
Cc1nn2c(-n3ccnc3)c3c(nc2c1-c1ccccc1)CCC3	5.6%	-6%	3%	1%	26%
N#CCC(=O)N/N=C/c1cccc(Oc2ccccc2)c1	1.1%	-2%	69%	-5%	-4%
CCOc1cc(/C=N/NC(=O)CN2CCOCC2)ccc1OCc1ccccc1	2.1%	-7%	-4%	0%	-25%

The results go on.
SMILES	VEEV TC-83 Vero	Salmonella PhoP GFP	M. tuberculosis HTS	influenza NS1A	tuberculosis growth	others
O=C(CSc1ccc2nnc(-c3ccccc3)n2n1)NCC1CCCO1 (configuration not stated)	0.2%	1%	-2%	-25%	2%
CCCCN(C(=O)c1ccc(S(=O)(=O)N(C)c2ccccc2)cc1)c1c(N)n(CCC)c(=O)[nH]c1=O	0.7%	·	·	-1%	·
Cc1[nH]c2ccccc2c1C(=O)C(=O)N1CC(C)OC(C)C1 (configuration not stated)	9.6%	-8%	0%	-1%	0%
CC(C)CN(C(=O)COC(=O)CSc1ccccc1F)c1c(N)n(Cc2ccccc2)c(=O)[nH]c1=O	0.9%	4%	-7%	-5%	-5%
COc1ccc(/C=C/C(=O)OCC(=O)N2CCN(S(=O)(=O)c3ccc(C)cc3C)CC2)cc1OC	1.4%	·	·	-10%	·
COc1ccc(NC(=O)c2cc3ccccc3[nH]2)cc1	3.5%	-4%	14%	-2%	14%
COC(=O)c1c(C)[nH]c(C=Nc2ccc(OC)cc2)c1C	2.1%	-5%	?	6%	19%
Cc1cc(NC(=O)COc2ccccc2C)ccc1NC(=O)c1ccco1	2.1%	14%	-5%	3%	24%
Cn1c(=O)c2c(O)c(Cc3ccccc3)c(=O)[nH]c2n(C)c1=O	1.6%	-4%	3%	-5%	6%
Cc1nc2cc(NC(=O)Nc3cccc(F)c3)ccc2n1C	i	10%	-5%	7%	-17%
C=CCn1c(=O)c(C(=O)NC(C)c2ccccc2)c(O)c2ccccc21 (configuration not stated)	4.4%	-2%	2%	-27%	-1%
Cc1ccc(C(=O)NCCCNCCCNC(=O)c2ccc(C)nc2)cn1	2.0%	-5%	3%	4%	2%
